Compound activity as filed in PubChem.
TDP1 cell CPT: growth inhibition of DT40 Tdp1-/-;hTDP1 cells with camptothecin (screen for TDP1 inhibitors); chicken DT40 Tdp1-/-;hTDP1 cells + 20 nM CPT, ATP luminescence, 48 h; Potency, µM (top dose mostly 46.2 µM), without a hit: at the top dose activity change, negative = growth inhibition, actives largely listed as inhibitors; 12% of 420,000 active; further: nearly all actives have a fitted effect of over 55% in size
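Chicken DT40 Tdp1-/- cells complemented with human TDP1, 400 cells/well, exposed to compounds plus 20 nM camptothecin for at least 48 h at 37 C; viability read as ATP content by CellTiter-Glo luminescence.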
DT40 TDP1 no CPT: qHTS for Inhibitors of human tyrosyl-DNA phosphodiesterase 1 (TDP1): qHTS in cells in absence of CPT; AID 686978, 2013; Potency, µM (doses to about 46.2 µM), for the others: at the top dose activity change, negative = growth inhibition, hits mostly inhibitors; DT40 Tdp1-/- hTDP1 cells, no CPT, ATP luminescence, 48 h; 15% of 420,000 active; further: nearly all actives have a fitted effect of over 55% in size
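Cells were dispensed at 400 per well, compounds added by pin tool, plates incubated ≥48 hr at 37 °C, then CellTiter-Glo added for 30 min at room temperature before luminescence reading. Line: DT40 Tdp1-/- complemented with hTDP1; camptothecin omitted.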
TDP1 inh: inhibitors of human tyrosyl-DNA phosphodiesterase TDP1; Q9NUW8; recombinant TDP1, AlphaScreen DNA substrate cleavage; Potency, µM (series often up to 130 µM), without a hit: top-dose activity change, negative = inhibition, actives largely listed as inhibitors; 0.28% of 350,000 active; AID 485290; further: nearly all actives have a fitted effect of over 40% in size
Target sequence (Q9NUW8 whole entry, looked up): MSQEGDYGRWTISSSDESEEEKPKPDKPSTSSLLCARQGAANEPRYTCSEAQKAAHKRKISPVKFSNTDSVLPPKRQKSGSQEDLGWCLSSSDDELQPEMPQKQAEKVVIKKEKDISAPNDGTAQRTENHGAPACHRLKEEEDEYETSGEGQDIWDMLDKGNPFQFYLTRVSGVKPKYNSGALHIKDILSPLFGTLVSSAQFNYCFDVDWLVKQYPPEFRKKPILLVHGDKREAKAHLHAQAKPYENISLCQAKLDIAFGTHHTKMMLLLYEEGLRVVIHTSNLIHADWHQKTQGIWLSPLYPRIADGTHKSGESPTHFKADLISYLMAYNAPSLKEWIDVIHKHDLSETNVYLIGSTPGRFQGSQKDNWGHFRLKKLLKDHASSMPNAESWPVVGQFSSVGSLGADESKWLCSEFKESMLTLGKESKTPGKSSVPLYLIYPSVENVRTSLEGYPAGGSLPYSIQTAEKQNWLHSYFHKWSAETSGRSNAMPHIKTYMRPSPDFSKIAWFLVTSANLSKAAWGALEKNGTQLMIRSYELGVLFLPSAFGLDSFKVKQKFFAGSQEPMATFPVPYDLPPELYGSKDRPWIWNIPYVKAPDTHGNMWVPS
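E. coli-derived human Tdp1, 1 nM final. Cpd preinc 15 min RT; substrate 15 nM final, 5 min RT; AS bead mix 10 ug/ml final, 10 min RT. Signal loss = tyrosine-FITC cleavage. No-enzyme wells = max signal.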
Numbers without * were called inactive; ? = inconclusive; . = no result given; [ ] = another dose, or the depositor's remark. The call rests on the fitted dose curve; in most records, active means well fitted curve in the direction sought with a large enough effect; inconclusive means small, poorly fitted or top-dose-only effect, or another doubt; inactive means no such curve, though single readings can be large; an effect the other way counts as inactive or inconclusive. On the % scale 0 is the no-effect control and ±100 the full control effect; potency means the concentration at half of the fitted maximal effect.

SMILES	TDP1 cell CPT	DT40 TDP1 no CPT	TDP1 inh
O=C(CN(Cc1ccc(Cl)c(Cl)c1)S(=O)(=O)c1ccccc1)N/N=C\c1ccc2c(c1)OCO2	?	?	1.9%
O=C(Cn1c(SCCOc2ccccc2Cl)nc2ccccc21)N1CCCCC1	?	?	5.7%
CN(C)Cc1ccccc1-c1cc(Nc2ccccc2)ncn1	2.7%	-9.3%	-4.9%[56.1 µM]
Cc1c(C)c2cc(Cl)c(O)c(CN3CCCCC3)c2oc1=O	-16.3%	-10.2%	5.1%
O=C1CN(C(=O)COC(=O)C23CC4CC(CC(O)(C4)C2)C3)c2ccccc2N1	-5.2%	-1.6%	4.5%
CC(C)Oc1ccc(/C=N/NC(=O)C(CSCc2ccccc2)NC(=O)c2ccc([N+](=O)[O-])cc2)cc1 (configuration not stated)	-23.8%	?	12.3%[56.1 µM]
Cc1ccc(-n2ccnc(NCc3cccs3)c2=O)cc1C	?	13µM*	7.9%
CCn1nnc(NC(=O)c2ccc(-c3ccc(Cl)cc3)o2)n1	-22.9%	-25.6%	2.1%
CCCCCn1c(=O)[nH]c2cc(C(=O)N3CCN(c4cc(Cl)ccc4C)CC3)ccc2c1=O	?	?	5.9%
O=C(CSc1nc(Cc2ccccc2)nc2ccccc12)Nc1ccc2c(c1)OCCO2	-20.4%	?	-1.0%
NC(=O)c1c(NC(=O)Cc2ccccc2)sc2c1CCN(Cc1ccccc1)C2	11.6µM*	13µM*	.
Cc1cc(NC(=O)CN2C(=O)NC(C)(c3ccc(Cl)cc3)C2=O)no1 (configuration not stated)	-5.1%	-8.8%	5.0%
CC(=O)N1CCc2cc(Br)cc(S(=O)(=O)CCC(=O)N3CCN(c4cccc(C)c4C)CC3)c21	16.4µM*	?	0.0%
Cc1ccc(Nc2c(-c3ccc(C)cc3)nc3cnccn23)cc1	?	?	5.9%
Cc1c(O)ccc(/C(Cc2ccc3ccccc3n2)=N\O)c1O	20.6µM*	20.6µM*	6.2%
CN(Cc1ccccc1)C(=O)c1ccccc1NC(=O)C1=CSCCO1	-5.5%	-9.1%	0.2%
COc1ccc(Cc2nc3ccc(C(=O)N(C)CCc4cnn(C)c4)cc3o2)cc1OC	?	8.2µM*	3.2%
CCC(C)[C@H]1COCCS(=O)(=O)N1Cc1ccccc1 (some centres not stated)	-7.6%	-26.7%	.
Cc1ccccc1NC(=O)CSc1nc(=O)n(CCN2CCOCC2)c2c1CCC2	22.0%	13.8%	2.6%
COc1ccccc1NC(=O)COC(=O)/C=C/c1ccccc1[N+](=O)[O-]	-12.7%	-11.8%	6.7%
CCCCOC(=O)CSC(=S)N(C)Cc1cccs1	-1.5%	-19.5%	5.5%
COc1cccc(C(C(=O)NC2CCCCC2)N(C(=O)CNC(=O)c2ccco2)c2cccnc2)c1 (configuration not stated)	-5.6%	-3.4%	13.0%
CN(CCCNC(=O)C1CCC(=O)N1Cc1ccccc1Cl)c1ccccc1 (configuration not stated)	-21.2%	?	-1.9%
COc1ccccc1N=NNc1ccc(S(=O)(=O)NC(C)=O)cc1	?	?	.
C/C(=N\NC(=O)c1ccc2c(c1)OCO2)c1ccc(NS(C)(=O)=O)cc1	-0.6%	2.9%	.
O=C(NCCc1c[nH]c2ccccc12)OCCSS(=O)(=O)O	9.7%	-1.6%	1.2%
O=C1Nc2cc(C(=O)NCC3CCCO3)ccc2S/C1=C/c1ccccc1F (configuration not stated)	?	?	1.2%
COc1ccc(/C=C2/N=C3CCCCCN3C2=O)cc1	22.9%	-22.7%	-1.2%
COc1ccc(C=C2OC(=O)C(C(C)=O)=C2O)cc1	?	16.4µM*	.
CC1=C(C(=O)OC(C)C)[C@@H](c2ccc(C)o2)NC(=O)N1	10.6%	-21.8%	2.6%
O=C1CC(NC23CC4CC(CC(C4)C2)C3)C(=O)N1c1ccc2c(c1)OCO2 (configuration not stated)	-2.1%	8.7%	6.8%
CCCCNc1nc(CC)c2c(c1C#N)CCCC2	?	?	6.0%
N=c1ccccn1CC(O)COc1ccccc1 (configuration not stated)	-7.5%	-16.2%	1.0%
C[C@H](CO)N1C[C@H](C)[C@@H](CN(C)S(C)(=O)=O)Oc2c(NC(=O)C3CC3)cccc2C1=O	-16.7%	3.8%	0.5%
COc1ccc(/C=C/C(=O)c2ccc(O)cc2)cc1COc1ccc(F)cc1	?	?	7.3%
O=C(CSCc1cnn(-c2ccccc2)c1-n1cccc1)NCc1ccccc1Br	?	?	11.4%
CC(=O)Nc1ccc(Cl)c(-c2nc3ncccc3o2)c1	18.3%	-5.2%	.
CCCNC(=O)c1ccc(N2CCC3(CC2)CC(c2cccc(Br)c2)=NO3)c(NC(=O)c2cccc(C)c2)c1	?	?	-2.0%
O=C(Nc1ccc2c(c1)OCO2)c1cc(Cl)ccn1	-11.8%	-21.7%	0.9%
NC(=S)Nc1cccc(Cl)c1	-26.4%	?	1.4%
Cc1cccc(N(Cc2cc3ccc(C)cc3[nH]c2=O)S(=O)(=O)c2ccccc2)c1	-28.2%	?	3.0%
CCOCCN1CCN(c2c(C)c(C)nc3cc(-c4cc(OC)cc(OC)c4)nn23)CC1	?	25.9µM*	3.9%
O=C1c2cccc3cccc(c23)C(=O)N1Nc1ccccc1	-16.7%	?	1.2%
COc1ccc(/C=C/c2ccnc3ccccc23)cc1OC	?	12.6µM*	.
Cc1oc(-c2ccccc2F)nc1CS(=O)(=O)CC(=O)NCCCN1CCc2ccccc2C1	-9.6%	-15.1%	-5.3%
O=C(OCCN=C1NS(=O)(=O)c2ccccc21)C1CC(=O)N(c2ccc(Cl)cc2)C1 (configuration not stated)	2.3%	-1.0%	5.6%
COc1ccccc1-c1cc(C(F)(F)F)nc(N2CCCCC2)n1	-6.3%	1.2%	-1.1%
CN(C)CCCN(C(=O)c1ccc(S(=O)(=O)N2CCCCCC2)cc1)c1nc2c(F)cc(F)cc2s1	?	16.4µM*	0.7%
Cc1nc2ccc(NC(=O)C(F)(F)F)cc2o1	?	?	0.0%
CCOC(=O)c1sc(=S)n(C)c1NC(=O)c1ccc(C(C)(C)C)cc1	?	?	2.8%
COc1ccc(/C(O)=C2/C(=O)C(=O)N(Cc3ccco3)C2c2cccs2)cc1 (configuration not stated)	1.0%	6.3%	2.9%
CCOc1ccc(S(=O)(=O)N2CCN=C2c2ccccc2)c(C)c1C	16.4µM*	23.1µM*	1.6%
O=C(NCc1ccc(F)cc1)N1[C@H]2CC[C@@H]1C=C(c1ccc(F)cc1OCc1ccccc1)C2	?	7.31µM*	.
COc1ccc(-c2cc3c(=O)n(CC(=O)NCCCN4CCC(N5CCCCC5)CC4)nc(C)n3n2)cc1	?	?	0.1%
O=c1cc(NCc2ccccc2)c2ccccc2o1	-29.6%	?	4.3%
CC(C)(C)c1cc(-c2nc(N)nc(N)n2)cc(C(C)(C)C)c1	1.7%	-25.2%	5.5%
CCN(CC)CCCC(C)Nc1cc(/C=C/c2ccccc2Cl)nc2cc(Cl)ccc12 (configuration not stated)	0.631µM*	0.891µM*	-0.2%
O=C(CNS(=O)(=O)c1ccc(Br)s1)N1CCC(N2CCCCC2)CC1	-17.8%	-1.6%	-3.9%
COc1ccc(C(=O)NCc2nnc(SCCOc3ccccc3)n2C)cc1	?	29.1µM*	8.2%
Cc1cccc(C)c1NC1=C(Cl)C(=O)OC1OC(C)C (configuration not stated)	-9.0%	-29.6%	0.0%

Going on with the list.
SMILES	TDP1 cell CPT	DT40 TDP1 no CPT	TDP1 inh
Cc1ccc(CN2CC(N3CCN(CCO)CC3)CS2(=O)=O)cc1 (configuration not stated)	-6.7%	1.7%	.
COc1ccc([C@H]2CC(=O)C[C@@H](CCn3cccn3)O2)cc1	-3.7%	-9.3%	.
CCOC(=O)N1CCN(C(=O)CN(Cc2ccccc2)S(=O)(=O)c2ccc(OC)c(Cl)c2)CC1	?	?	3.9%
CCOc1cc(-c2noc(CCC(=O)NC3CCCCC3)n2)ccc1OC	-16.0%	?	-9.7%[0.0935 µM]
CC(=O)Nc1ccc(S(=O)(=O)NCCC(=O)OCCN2C(=O)c3ccccc3C2=O)cc1	8.9%	-15.2%	4.2%
O=C(Nc1cccnc1)c1ccc(Br)s1	?	?	-7.0%
O=C(Nc1ccc(NC(=O)c2cccs2)cc1)c1ccccc1	-3.1%	-16.8%	0.7%
Cc1ccc(C(=O)OCC(=O)Nc2ccc(N3CCOCC3)cc2)cc1	3.2%	-1.6%	-1.7%
CC1CCCC(C)N1CCOc1cc(N)ccc1C#N (configuration not stated)	14.1%	-5.6%	.
COc1ccc(CCNC(=O)CSC2=Nc3ccccc3C3=NC(C(C)C)C(=O)N23)cc1OC (configuration not stated)	-12.4%	-16.8%	2.0%
Cc1[nH]c2ccccc2c1C(=O)C(=O)N1CCN(C)CC1	0.6%	-1.4%	1.2%
O=C1O[C@@H](c2ccccc2)C[C@@H](O)[C@H](O)CCCc2ccccc21	-21.3%	?	.

An excerpt from above, showing only DT40 TDP1 no CPT.
compound	DT40 TDP1 no CPT
O=C(Nc1ccc(NC(=O)c2cccs2)cc1)c1ccccc1	-16.8%
Cc1ccc(C(=O)OCC(=O)Nc2ccc(N3CCOCC3)cc2)cc1	-1.6%

(next part)
SMILES	TDP1 cell CPT	DT40 TDP1 no CPT	TDP1 inh
CC(=O)N1N=C(c2cccc(NS(C)(=O)=O)c2)CC1c1ccc2c(c1)OCO2 (configuration not stated)	-15.1%	-6.8%	7.9%
CCOc1cc(CNCCc2ccc(S(N)(=O)=O)cc2)ccc1OCc1ccccc1	11.6µM*	11.6µM*	0.0%
CN(C(=O)CSc1nc(N)cc(=O)[nH]1)C1CCCCC1	4.0%	18.7%	.
CCCCCOC(=O)CSc1ncnc2sc3c(c12)CCC(C)C3 (configuration not stated)	-14.8%	-11.2%	.
CCN(CC)S(=O)(=O)c1ccc(C(=O)NCc2cccs2)cc1	-12.9%	-20.4%	-1.0%
Nc1ncnc2c1ncn2[C@@H]1O[C@H](CNCc2ccc(OCC(=O)Nc3ccccn3)cc2)[C@@H](O)[C@H]1O	?	-22.3%	0.0%
CC(=O)c1ccc(NC(=O)CSc2nc(C3CCCC3)nc3c2c(=O)n(C)c(=O)n3C)cc1	5.17µM*	5.17µM*	5.4%
C[n+]1c(-c2ccccc2)cc2c(=Cc3ccccc3)c3ccccc3n21	0.517µM*	0.517µM*	.
CC(OC(=O)/C(C#N)=C/c1ccco1)C(=O)N(C)c1ccccc1 (configuration not stated)	8.4%	-14.5%	1.1%
COc1ccc(C2=Nc3ccccc3NC(=O)C2N(C(=O)c2ccnc3ccccc23)c2ccccc2)cc1 (configuration not stated)	?	?	.
COc1cc(C)ccc1OCCCOc1ccccc1Br	-10.2%	-21.9%	-12.4%
Cc1nn(-c2ccc(N3CCCCC3)nn2)c(C)c1CCC(=O)NCc1ccc(OC(C)C)cc1	16.4µM*	16.4µM*	0.6%

Individual results from the results shown:
Reading of CN(C(=O)CSc1nc(N)cc(=O)[nH]1)C1CCCCC1 in TDP1 cell CPT: 4.0%
Reading of Nc1ncnc2c1ncn2[C@@H]1O[C@H](CNCc2ccc(OCC(=O)Nc3ccccn3)cc2)[C@@H](O)[C@H]1O in TDP1 inh: 0.0%
Reading of C[n+]1c(-c2ccccc2)cc2c(=Cc3ccccc3)c3ccccc3n21 in DT40 TDP1 no CPT: 0.517µM*
Reading of CC(OC(=O)/C(C#N)=C/c1ccco1)C(=O)N(C)c1ccccc1 (configuration not stated) in TDP1 inh: 1.1%
Reading of Cc1nn(-c2ccc(N3CCCCC3)nn2)c(C)c1CCC(=O)NCc1ccc(OC(C)C)cc1 in DT40 TDP1 no CPT: 16.4µM*
Reading of CCCCCOC(=O)CSc1ncnc2sc3c(c12)CCC(C)C3 (configuration not stated) in TDP1 cell CPT: -14.8%
Reading of CCOc1cc(CNCCc2ccc(S(N)(=O)=O)cc2)ccc1OCc1ccccc1 in TDP1 inh: 0.0%

Already shown: entries from further up.
SMILES	TDP1 cell CPT	DT40 TDP1 no CPT	TDP1 inh
CCCCCOC(=O)CSc1ncnc2sc3c(c12)CCC(C)C3 (configuration not stated)	-14.8%	-11.2%	.
CCN(CC)S(=O)(=O)c1ccc(C(=O)NCc2cccs2)cc1	-12.9%	-20.4%	-1.0%
Nc1ncnc2c1ncn2[C@@H]1O[C@H](CNCc2ccc(OCC(=O)Nc3ccccn3)cc2)[C@@H](O)[C@H]1O	?	-22.3%	0.0%

(next part)
SMILES	TDP1 cell CPT	DT40 TDP1 no CPT	TDP1 inh
CC1CC(=O)N(c2ccc(NCc3ccccc3Cl)c([N+](=O)[O-])c2)C1=O (configuration not stated)	-1.4%	-14.8%	8.1%
O=C(c1cnn2c(C(F)F)cc(-c3ccccc3)nc12)N1CCc2ccccc21	18.4µM*	?	2.4%
COc1ccc(NS(=O)(=O)c2ccc3c(c2)NC(=O)C(C)S3)cc1 (configuration not stated)	?	?	0.7%
CCC(C)(NC(=O)c1ccc(=O)[nH]c1)C(=O)NC1CCCC1 (configuration not stated)	-15.1%	-2.2%	4.3%
